# Source: PubChem
# GALK inh = inhibitors of human galactokinase (GALK); recombinant GALK, Kinase-Glo ATP luminescence, 1 h; Potency, µM (top dose mostly 57.5 µM), for the others: at the highest dose activity, negative = inhibition, usual class: inhibitors; 44,000 tested, under 10 active;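 note: plate controls were full GALK reaction for no effect and reaction lacking GALK for full effect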
#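 Luminescent ATP-depletion readout (Kinase-Glo Plus) after 1 h room-temperature incubation of human GALK (5 nM) with galactose 100 µM and ATP 35 µM, pH 8.0 HEPES/Mg2+ buffer; compounds tested in qHTS format.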
# PTAP-TSG101 blk = blocks PTAP binding to human TSG101, validation. Q99816. AID 1347069. 44,000 tested, under 10 active. Fluorescence polarization, FITC-PTAP peptide/Tsg101, 20 min. Potency, µM (highest dose often 115 µM), without a hit: top-dose activity change, negative = inhibition, actives largely listed as inhibitors; note: potency is the fitted concentration of half-maximal effect; 0% is about no effect
# Target sequence (Q99816 whole entry, looked up): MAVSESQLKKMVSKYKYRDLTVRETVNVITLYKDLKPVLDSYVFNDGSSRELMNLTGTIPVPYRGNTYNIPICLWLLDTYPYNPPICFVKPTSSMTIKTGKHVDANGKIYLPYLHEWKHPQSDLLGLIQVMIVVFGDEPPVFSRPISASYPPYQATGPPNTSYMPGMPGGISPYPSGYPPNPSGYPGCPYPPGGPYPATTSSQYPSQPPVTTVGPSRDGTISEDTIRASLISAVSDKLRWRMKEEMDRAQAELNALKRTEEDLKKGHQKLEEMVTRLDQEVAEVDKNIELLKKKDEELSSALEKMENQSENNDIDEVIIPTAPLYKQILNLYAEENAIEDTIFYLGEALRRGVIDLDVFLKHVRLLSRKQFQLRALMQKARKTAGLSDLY
#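 Steps: Tsg101 binding domain (10 uM final) in HEPES pH 7.5/NaCl/Tween 20/EDTA/TCEP; add compound; add FITC-PTAP peptide (50 nM final); incubate 20 min r.t.; read polarization.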
# p53null 32C tox = selectivity test: cytotoxicity in p53 null cells, permissive temperature; H1299-neo p53 null cells, ATP luminescence, 24 h, 32C; Potency, µM (titrated, usually from 46.1 µM), for the others: top-dose activity change, negative = cytotoxicity, hits mostly cytotoxic; actives 0.62% (n = 55,000); AID 903;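 note: potency is the fitted concentration of half-maximal effect; 0% = DMSO only and -100% = full killing by 100 µM tamoxifen; nearly all actives have a fitted effect of over 55% in size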
#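 H1299-neo (p53 null) cells, 600/well, treated 24 h at 32C with compound up to 46 uM; ATPlite luminescence viability, normalized to DMSO and 100 uM tamoxifen; AC50 by Hill fit.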
# p53null 39C kill = p53 null cell cytotoxicity, nonpermissive temperature | H1299 p53-null (neo) cells, 39C, ATPlite viability, 24 h | Potency, µM (titrated, usually from 46.1 µM), without a hit: at the top dose activity, negative = cell killing, hits mostly cytotoxic | actives 0.97% (n = 55,000);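 note: potency is the fitted concentration of half-maximal effect; 0% = DMSO only and -100% = full killing by 100 µM tamoxifen; nearly all actives have a fitted effect of over 50% in size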
#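 Following overnight plating at 37C (600 cells/well), H1299-neo or H1299-p53A138V cells are dosed up to 46 uM. Incubation lasts 24 hr at 39C before ATP detection.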
# B2AR arrestin ag = beta-arrestin recruitment by human beta2-adrenergic receptor ligands. Potency, µM (highest dose often 46.1 µM), for inactives: at the top dose activation, most hits filed as activators. HTLA Tango cells, beta-arrestin recruitment, luciferase luminescence, 18 h. 44,000 tested, under 10 active;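 note: potency is the fitted concentration of half-maximal effect; 0% = DMSO and full agonism = EC100 isoproterenol or metaproterenol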
#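 Tango cell line, 1% FBS DMEM; cpd titration up to 46 microM; 18 hr, 37 degrees C, 5% CO2. Luciferin/ATP substrate mix added, 15 min RT, luminescence. %Activity, CRC fitting, curve-class categorization.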
# FH mod = Identification of activators of human fumarate hydratase by quantitative high-throughput screening; FH coupled MDH/diaphorase resazurin fluorescence, 15 min; actives 0.22% (n = 54,000); Fumarate hydratase, mitochondrial (Homo sapiens), P07954; Potency, µM (doses to about 79.9 µM), for inactives: at the top dose activity change, negative = inhibition, most hits filed as inhibitors; AID 1347055, 2019; note: potency is the fitted concentration of half-maximal effect; % is set by controls: 0 for no effect and ±100 for the full control effect; the screen sought activators but most active calls are inhibition curves; nearly all actives have a fitted effect of over 45% in size
# Target sequence (P07954 whole entry, looked up): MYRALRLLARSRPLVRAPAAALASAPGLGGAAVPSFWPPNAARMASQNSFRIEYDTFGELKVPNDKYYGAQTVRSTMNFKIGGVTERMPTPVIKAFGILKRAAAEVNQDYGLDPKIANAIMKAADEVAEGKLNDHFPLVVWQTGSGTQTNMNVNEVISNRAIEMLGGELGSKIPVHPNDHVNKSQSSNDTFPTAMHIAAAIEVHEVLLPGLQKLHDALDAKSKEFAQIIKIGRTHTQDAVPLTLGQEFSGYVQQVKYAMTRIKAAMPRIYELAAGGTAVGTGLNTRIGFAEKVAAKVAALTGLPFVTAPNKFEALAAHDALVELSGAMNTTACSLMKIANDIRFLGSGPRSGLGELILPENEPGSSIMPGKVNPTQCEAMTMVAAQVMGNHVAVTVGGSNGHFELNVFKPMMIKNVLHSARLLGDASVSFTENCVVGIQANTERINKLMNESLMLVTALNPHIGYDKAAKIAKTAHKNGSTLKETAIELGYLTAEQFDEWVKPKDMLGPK
# NTMT1 inh = blocks human N-terminal methyltransferase 1 activity; actives 2.5% (n = 59,000); Q9BV86; NTMT1 MTase-Glo SAH luminescence, purified enzyme; AID 1645870; Potency, µM (top dose mostly 114 µM), for inactives: top-dose activity change, negative = inhibition, most hits filed as inhibitors;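 note: potency is the fitted concentration of half-maximal effect; plate controls were DMSO vehicle for no effect and no enzyme for full effect; nearly all actives have a fitted effect of over 65% in size; many of its hits are not listed in these tables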
# The depositor's hits bear a star; ? = inconclusive; / = not tested or not shown; & = joins results of further samples; [ ] = dose if it differs, or a comment. Calls come from the whole dose curve; as a rule, active = well fitted curve in the direction sought with a large enough effect; inconclusive = small, poorly fitted or top-dose-only effect, or another doubt; inactive = no such curve, though single readings can be large; an effect the other way counts as inactive or inconclusive. This is a subset (hit frequency here may not be typical).
cpd	molecule	GALK inh	PTAP-TSG101 blk	p53null 32C tox	p53null 39C kill
1	CSc1cccc(NC(=O)CC(c2cccs2)N2Cc3ccccc3C2=O)c1 (stereo unspecified)	0.1%	5.5%	4.2%	-16.3%
2	COc1ccc(CNC(=O)c2cc3c(=O)[nH]c4ccccc4c3s2)cc1	-8.7%	-0.3%	-8.5%	14.0%
3	CCS(=O)(=O)NCC(c1ccco1)N1CCN(c2ccccc2)CC1 (stereo unspecified)	-1.4%	-4.3%	2.9%	15.3%&6.8%
4	O=C(Nc1cc(Cl)ccc1Cl)c1cc2nc(-c3ccc4c(c3)OCO4)cc(C(F)(F)F)n2n1	-1.8%	-1.9%	/	/
5	CCC(=O)N1CCc2cc(S(=O)(=O)NCCC(=O)NCc3ccccc3Cl)ccc21	8.8%	-3.8%	-1.8%	-4.5%
6	Cc1ccc(NC(=O)Cn2c(=O)n(Cc3ccccc3)c(=O)c3c2c2cc(C)ccc2n3C)cc1	0.9%	0.6%	14.2%	-0.3%
7	Cc1cc(C(=O)NCCc2ccc(Cl)cc2)c2c(C)nn(-c3cccc(F)c3)c2n1	1.1%	-0.1%	1.3%	-2.5%
8	CCc1ccc(C(=O)c2cn(CC(=O)NCc3ccc(C)cc3)c3nc(C)ccc3c2=O)cc1	0.6%	6.8%	-8.9%	2.8%
9	Cc1cccc(-n2c3c(cc(-c4nc(-c5ccc(Cl)cc5)cs4)c2=O)C(=O)CC(C)(C)C3)c1	5.4%	-3.7%	7.1%	31.1%[activator]
10	CC(=O)c1ccc(S(=O)(=O)Nc2cccc(-c3ccc(N4CCCC4)nn3)c2)cc1	-0.5%	-3.8%	-3.6%	-16.1%
11	COC(=O)c1ccc(-c2nc(-c3ccc(OC)c(OC)c3)no2)cc1	-0.2%	-0.3%	-2.3%	-7.3%
12	CCOc1cc2[nH]c(=O)n(Cc3ccc(C(=O)N4CCN(c5cccc(Cl)c5)CC4)cc3)c(=O)c2cc1OCC	-1.7%	-12.1%	6.3%	-3.0%
13	O=C(NCCc1ccccc1Cl)c1sc2ncccc2c1-n1cccc1	-1.2%	5.8%	2.9%	-0.1%
14	CCC(=O)Nc1ccc(C)cc1-c1nc2ccccc2n(Cc2ccccc2)c1=O	3.2%	-0.4%	-3.5%	29.4%
15	CC1CCN(c2nc3c(S(=O)(=O)c4ccccc4)nnn3c3ccc(Cl)cc23)CC1	-0.8%	-3.0%	-6.4%	-6.0%

cpd	B2AR arrestin ag	FH mod	NTMT1 inh
1	0.4%	-15.5%	29.2%
2	-1.0%	?	-2.2%
3	-3.0%	-16.0%	-3.9%
4	0.4%	6.1%	18.6%
5	0.5%	-9.0%	6.6%
6	1.8%	-2.5%	10.7%
7	-0.7%	-21.0%	?
8	0.2%	-3.2%	?
9	1.0%	-7.3%	8.9%
10	2.6%	/	/
11	0.3%	-4.5%	2.2%
12	-2.8%	-0.2%	6.7%
13	-1.1%	?	-5.8%
14	-2.6%	2.8%	?
15	0.2%	-14.5%	-25.4%

# Later entries
cpd	molecule	GALK inh	PTAP-TSG101 blk	p53null 32C tox	p53null 39C kill
16	O=C(Nc1nnc2n1CCS2)c1ccccc1	-1.0%	-0.4%	4.6%	-0.5%
17	CCOC(=O)c1cc2c(=O)n3ccccc3nc2n(CC2CCCO2)c1=NC(=O)c1cc(C)cc(C)c1 (stereo unspecified)	0.0%	-2.9%	?	?
18	CCOc1ccc(NC(=O)CSc2nc3ccsc3c(=O)n2CCCCCC(=O)O)cc1	2.9%	-1.4%	-6.0%	13.5%
19	Cc1c(NC(=O)Cc2ccccc2)cccc1-c1nc2cccnc2s1	-10.4%	4.0%	2.0%	3.6%
20	O=C(O)CCC(=O)Nc1sc2c(c1C(=O)Nc1ccccc1)CCCCC2	-0.1%	-0.6%	3.6%	-23.7%
21	Cc1ccc(-c2noc(CNC(=O)c3ccc(C)c(Cl)c3)n2)cc1	4.2%	-1.1%	50.6%[activator]	13.5%
22	Cc1cccc(-c2nc(CSc3nncn4c3cc3oc(C)cc34)c(C)o2)c1	3.1%	-7.8%	-0.8%	-14.6%
23	COc1ccc(-c2nc(C(=O)Nc3ccc(C(C)=O)cc3)nn2-c2cccc(Cl)c2)cc1	0.9%	1.0%	-5.3%	6.4%
24	CCOc1ccc(C2C(C(=O)Nc3ccccc3)=C(C)Nc3nc(-c4ccccc4Cl)nn32)cc1OC (stereo unspecified)	2.5%	0.1%	15.8%	11.9%
25	CCCCNC(=O)CSc1nc2ccccc2nc1Cc1ccc(C)cc1	-0.4%	-6.6%	-0.7%	-6.7%
26	Cc1cc(Br)ccc1NC(=O)C1(S(=O)(=O)c2ccc(Cl)cc2)CC1	2.0%	0.1%	-7.2%	-23.2%
27	CCCCN(C)CCNC(=O)c1cc(=O)[nH]c2ccc(S(=O)(=O)N3CCCCCC3)cc12	3.2%	-0.3%	-1.3%	7.8%
28	COc1cccc(CNC(=O)c2ccc(Cn3c(SCc4ccccc4)nc4cccnc43)cc2)c1	2.3%	-7.9%	-29.5%	?
29	COc1ccccc1Nc1nc(-c2ccccc2)c(CC(=O)O)s1	4.0%	-0.5%	-10.5%	-25.7%
30	CC1(C)N=C(SCc2ccc(F)cc2)c2ccccc2N1	2.4%	5.6%	-9.4%	-10.9%

cpd	B2AR arrestin ag	FH mod	NTMT1 inh
16	1.1%	29.6%	7.2%
17	-0.1%	6.5%	2.4%
18	-1.0%	-2.0%	?
19	-2.4%	-10.4%	-12.6%
20	1.0%	-5.6%	11.6%
21	0.3%	-34.5%	?
22	0.7%	-15.0%	-3.4%
23	-2.1%	-9.4%	4.8%
24	-0.8%	-19.5%	7.6%
25	-0.4%	0.0%	6.3%
26	0.5%	-18.4%	13.7%
27	-1.3%	2.4%	0.5%
28	-0.2%	-16.6%	-7.5%
29	0.5%	-9.3%	-2.4%
30	0.3%	-8.6%	1.6%

# (next part)
cpd	molecule	GALK inh	PTAP-TSG101 blk	p53null 32C tox	p53null 39C kill
31	Cc1noc(Cn2c(=O)c3ccccc3n(CC(=O)Nc3ccc(Cl)cc3)c2=O)n1	-0.5%	0.7%	3.0%	-5.2%
32	O=C(Nc1ccc2oc(-c3ccc(Br)cc3)nc2c1)c1cc2ccccc2o1	-16.8%	3.5%	1.6%	-5.3%
33	COc1ccc(CCNC(=O)c2ccc(Cn3c(=O)c4ccccc4n(Cc4cccc(F)c4)c3=O)cc2)cc1OC	-11.0%	-0.9%	6.1%	?
34	COc1cccc(C(=O)N(Cc2cccnc2)c2nc3c(OC)ccc(C)c3s2)c1OC	2.4%	-1.9%	35.9%	14.5%
35	Cc1ccc(CNC(=O)CSc2ncc3c(n2)-c2ccc(Cl)cc2N(Cc2ccccc2)S3(=O)=O)cc1	-0.9%	2.9%	-0.3%	-6.8%
36	COc1cccc(C2=C(C(C)=O)Sc3nnc(C4CCCCC4)n3N2C(C)=O)c1	0.2%	-1.1%	32.6%[activator]	-10.9%
37	CCCNC(=O)Cn1nc(C)c2c(C)n(-c3ccccc3)nc2c1=O	1.7%	-7.1%	5.2%	20.2%
38	Cc1sc2ncn(CC(=O)N3CCN(c4ccc(Cl)cc4)CC3)c(=O)c2c1S(=O)(=O)N1CCN(c2ncccn2)CC1	5.3%	4.5%	28.5%	14.6%
39	COc1ccc(-n2nc(C(=O)N3CCCCC3C)c3c4ccccc4n(C)c3c2=O)cc1Cl (stereo unspecified)	-0.5%	1.4%	5.2%	1.1%
40	CCOc1ccc(N(C)C(=O)C2CCN(S(=O)(=O)c3ccc4c(c3)CCCN4C(C)=O)CC2)cc1	-0.7%	-3.1%	-6.9%	-6.4%
41	CCc1cccc(N2C(=O)CSC23C(=O)N(Cc2ccccc2F)c2ccccc23)c1 (stereo unspecified)	-3.2%	-2.6%	40.1%[activator]	103.4%[activator]
42	Cc1ccc(CCNC(=O)c2ccc3c(c2)N(Cc2ccc(F)cc2)CCS3)cc1	2.9%	-6.2%	27.1%	20.5%
43	CCOC(=O)c1cnc2ccc(OC(F)(F)F)cc2c1Nc1ccccc1C(=O)O	1.8%	-5.0%	5.0%	-18.9%
44	O=C(CSc1n[nH]c(-c2ccccc2)n1)NCCCc1ccccc1	1.5%	-1.2%	-6.8%	-4.3%
45	Cc1cccc(-n2c(=O)c3c(c4cc(C)ccc4n3C)n(CC(=O)Nc3ccccc3Cl)c2=O)c1	2.0%	-0.8%	0.5%	-3.2%
46	CCCCN(CC)C(=O)CCn1c(=O)c2cccn2c2cccnc21	2.3%	-5.4%	-1.8%	6.3%
47	CSc1nc(-c2ccccc2Cl)nc2c1Cc1c(CO)cnc(C)c1O2	?	0.3%	3.2%	-7.5%

cpd	B2AR arrestin ag	FH mod	NTMT1 inh
31	0.6%	1.0%	2.4%
32	-0.3%	-3.5%	?
33	-2.0%	-7.6%	-4.8%
34	-1.7%	?	-9.9%
35	-0.6%	-8.2%	?
36	-4.1%	-16.7%	-6.2%
37	-2.2%	-2.7%	16.6%
38	0.4%	-27.5%	?
39	-1.8%	6.3%	5.4%
40	-0.5%	1.6%	7.6%
41	0.3%	?	-4.4%
42	0.1%	-12.7%	4.7%
43	0.4%	-13.8%	?
44	1.1%	-1.8%	-10.1%
45	0.4%	5.4%	10.3%
46	-0.7%	-4.5%	-28.3%
47	-1.5%	?	?

# 6 structures already listed, arranged by molar mass, ascending.
cpd	molecule	GALK inh	PTAP-TSG101 blk	p53null 32C tox	p53null 39C kill
44	O=C(CSc1n[nH]c(-c2ccccc2)n1)NCCCc1ccccc1	1.5%	-1.2%	-6.8%	-4.3%
36	COc1cccc(C2=C(C(C)=O)Sc3nnc(C4CCCCC4)n3N2C(C)=O)c1	0.2%	-1.1%	32.6%[activator]	-10.9%
31	Cc1noc(Cn2c(=O)c3ccccc3n(CC(=O)Nc3ccc(Cl)cc3)c2=O)n1	-0.5%	0.7%	3.0%	-5.2%
41	CCc1cccc(N2C(=O)CSC23C(=O)N(Cc2ccccc2F)c2ccccc23)c1 (stereo unspecified)	-3.2%	-2.6%	40.1%[activator]	103.4%[activator]
40	CCOc1ccc(N(C)C(=O)C2CCN(S(=O)(=O)c3ccc4c(c3)CCCN4C(C)=O)CC2)cc1	-0.7%	-3.1%	-6.9%	-6.4%
35	Cc1ccc(CNC(=O)CSc2ncc3c(n2)-c2ccc(Cl)cc2N(Cc2ccccc2)S3(=O)=O)cc1	-0.9%	2.9%	-0.3%	-6.8%

cpd	B2AR arrestin ag	FH mod	NTMT1 inh
44	1.1%	-1.8%	-10.1%
36	-4.1%	-16.7%	-6.2%
31	0.6%	1.0%	2.4%
41	0.3%	?	-4.4%
40	-0.5%	1.6%	7.6%
35	-0.6%	-8.2%	?
